Assay outcomes deposited in PubChem by Broad Institute.
Statin myotox sup: protects C2C12 myotubes from simvastatin toxicity. ATP luminescence, 48 h; scaled: DMSO 0, geranylgeraniol control 100. rescue of ATP level, % at 7.49 µM. 330,000 tested, 0.78% active. AID 602340;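 active = mean ATP rescue above about 67%, or every replicate alone reaching that limit, limit read from the data, passing the limit was not always enough; inconclusive = no clear call, values can overlap the other calls; inactive = mean under the limit and some replicate under it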;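 note: myotubes were challenged with 10 µM simvastatin during compound exposure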
Cneo AK release: Cryptococcus neoformans lysis via adenylate kinase release; C. neoformans lysis, adenylate kinase release luminescence, 4 h; normalised: neutral wells 0, clomiphene wells 100; lysis activity, % at 15 µM; 360,000 tested, 0.2% active;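 active = mean lysis activity across replicates of at least 80%, whatever share of replicates individually reach that level; inactive = mean lysis activity below 80%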
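Assay system: C. neoformans cells. Amount: yeast cell density of 5 × 10^6 cells/mL. Technique: AK luminescence. Buffer or medium: YPD. Times: static 4 h at 37 °C with compound, 1 h detection. Dosing: single-point compound dose. Read-out: lysis from increased AK signal.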
PGC1a acetyl inh: PGC1a acetylation modulation, inhibitor mode. inhibition, % at 15.6 µM. U2OS PGC1a acetylation, AlphaScreen anti-acetyl-lysine; with virally co-expressed GCN5 acetyltransferase. 350,000 tested, 0.17% active. AID 651687;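 active = every replicate shows inhibition of at least 40%; inconclusive = mean inhibition at least 40% but some replicate below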;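 note: 0% = neutral control wells and 100% = positive control wells; some results beyond the cut were filed as inactive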
Active calls of the source: *.

For CN(C)S(=O)(=O)c1ccc(C(=O)Nc2ccc(CN3CCCC3)cc2)cc1 the results were Statin myotox sup -10, Cneo AK release -1 and PGC1a acetyl inh -19.
For COc1cc(-c2nc3ccc4ccccc4c3c3c2CCC3)cc(OC)c1OC the results were Statin myotox sup 94*, Cneo AK release -2 and PGC1a acetyl inh -8.
Screening COc1cccc(-c2nn(-c3ccccc3)cc2C(=O)O)c1 returned Statin myotox sup -6, Cneo AK release -1 and PGC1a acetyl inh -6.
Screening COc1cc(OC)cc(C(=O)Nc2ccc(-c3nc4ccccc4o3)c(O)c2)c1 returned Statin myotox sup -26, Cneo AK release -2 and PGC1a acetyl inh -7.
For CC(=O)Nc1nc(-c2ccccc2)ns1 the results were Statin myotox sup -9, Cneo AK release -1 and PGC1a acetyl inh 6.
Screening O=C(Nc1cc(C(F)(F)F)ccc1N1CCOCC1)c1ccc2ccccc2n1 returned Statin myotox sup -11, Cneo AK release 1 and PGC1a acetyl inh 2.
For Cc1cc(C)n(-c2ccc(C(=O)N3CCc4ccccc43)cc2)n1 the results were Statin myotox sup -5, Cneo AK release -9 and PGC1a acetyl inh 10.
`O=C1C(N2CCOCC2)=C(n2nnc3ccccc32)C(=O)c2ccccc21` gave Statin myotox sup -74, Cneo AK release -5 and PGC1a acetyl inh 61*.
C/C(=N\OC(=O)Nc1ccc(Cl)cc1)c1ncc(C(F)(F)F)cc1N1CCOCC1 was read as Statin myotox sup 4, Cneo AK release -3 and PGC1a acetyl inh -1.
CCC(=O)NCCc1nc2ccccc2n1Cc1ccc(C)cc1 was read as Statin myotox sup 13, Cneo AK release -1 and PGC1a acetyl inh -2.
For Cc1ccc(-c2nnc(-c3ccccc3S(=O)(=O)Cc3ccc(Cl)cc3)o2)cc1 the results were Statin myotox sup -21, Cneo AK release 3 and PGC1a acetyl inh 12.
Cc1ccc(S(=O)(=O)/N=C/c2ccco2)cc1 was read as Statin myotox sup 8, Cneo AK release 3 and PGC1a acetyl inh 19.
For Clc1cccc(CSc2nnc(-c3c[nH]c4ccccc34)o2)c1 the results were Statin myotox sup inconclusive, Cneo AK release 4 and PGC1a acetyl inh 23.
Screening CCOc1ccc(-n2c(SCc3nc(-c4cccs4)no3)nnc2-c2ccncc2)cc1 returned Statin myotox sup -14, Cneo AK release -1 and PGC1a acetyl inh -15.
Screening Cn1c(=O)c2c(nc(NCC3CCCO3)n2Cc2cccc(Br)c2)n(C)c1=O (centres undefined) returned Statin myotox sup 8, Cneo AK release 3 and PGC1a acetyl inh 3.
Screening CN1CCCN(CC(O)COCc2cccs2)CC1 (centres undefined) returned Statin myotox sup 3, Cneo AK release 0 and PGC1a acetyl inh 2.
`COCCCNC(=O)CN(c1cccc(Cl)c1C)S(C)(=O)=O` gave Statin myotox sup -9, Cneo AK release 0 and PGC1a acetyl inh 18.
COc1ccc(C2c3c(-c4ccccc4O)n[nH]c3C(=O)N2CCc2ccc(OC)c(OC)c2)cc1 (centres undefined) was read as Statin myotox sup 32, Cneo AK release 4 and PGC1a acetyl inh -63.
For C=C(C)COc1ccc(-c2n[nH]c(C)c2-c2ccccc2OC)c(O)c1 the results were Statin myotox sup -7, Cneo AK release 3 and PGC1a acetyl inh -5.
Screening CCNC(=O)CSc1nnc(-c2ccccc2)n1-c1ccc(OCC)cc1 returned Statin myotox sup 17, Cneo AK release 3 and PGC1a acetyl inh 4.
Screening O=C(NCC1(N2CCOCC2)CCCCC1)c1ccc(Cl)c(S(=O)(=O)NCc2ccco2)c1 returned Statin myotox sup 0, Cneo AK release -7 and PGC1a acetyl inh -6.
CCCCNC(=O)c1cc2nc3c(c(C(F)(F)F)n2n1)CCc1ccccc1-3 was read as Statin myotox sup 76*, Cneo AK release 3 and PGC1a acetyl inh 4.
CSc1ccccc1NC(=O)CN(C1CCCCC1)S(C)(=O)=O was read as Statin myotox sup 3, Cneo AK release 2 and PGC1a acetyl inh -4.
For CCOC(=O)c1cnc2sc3c(n2c1=O)CCCC3 the results were Statin myotox sup -5, Cneo AK release 1 and PGC1a acetyl inh 9.
For O=C(NCCc1ccccn1)c1ccc(S(=O)(=O)N2CCCCCC2)cc1 the results were Statin myotox sup 4, Cneo AK release 4 and PGC1a acetyl inh 1.
Screening COc1ccc2nc(NC(=O)CCn3cccc3)sc2c1 returned Statin myotox sup -4, Cneo AK release -1 and PGC1a acetyl inh 9.
For Cc1ccoc1C(=O)Nc1cccc(Oc2ccccc2)c1 the results were Statin myotox sup -9, Cneo AK release -14 and PGC1a acetyl inh -28.
Screening CC(C)(C)c1cn(-c2ccc(Cl)cc2)c(=S)[nH]1 returned Statin myotox sup -1, Cneo AK release 7 and PGC1a acetyl inh 6.
For Cc1ccc(-n2c3c(cc(C(=O)NCc4ccco4)c2=O)C(=O)CC(C)(C)C3)cc1 the results were Statin myotox sup 0, Cneo AK release -2 and PGC1a acetyl inh -4.
Screening CCOC(=O)CC(=O)c1cc(OC)c(OC)c(OC)c1 returned Statin myotox sup 5, Cneo AK release -1 and PGC1a acetyl inh 6.
`COc1cc(C(=S)N2CCCC2)cc(Cl)c1O` gave Statin myotox sup 1, Cneo AK release -2 and PGC1a acetyl inh -3.
`CCOC(=O)C(NCc1ccccn1)(NC(=O)c1cccnc1)C(F)(F)F` (centres undefined) gave Statin myotox sup -10, Cneo AK release 0 and PGC1a acetyl inh 3.
CC(C)(C)c1nc2ccccc2c(=O)n1N1C(=O)c2ccccc2C1=O was read as Statin myotox sup 2, Cneo AK release -1 and PGC1a acetyl inh -7.
c1ccc2c(c1)[nH]c1c(NCC3CCCO3)ncnc12 (centres undefined) was read as Statin myotox sup 13, Cneo AK release 0 and PGC1a acetyl inh 2.
Screening Cc1nn(Cc2ccccc2)c(C)c1CCC(=O)O returned Statin myotox sup -2, Cneo AK release 2 and PGC1a acetyl inh 1.
O=C(NC1CC2CCCC(C1)N2C(=O)Nc1ccccc1)c1ccncc1 (centres undefined) was read as Statin myotox sup -7, Cneo AK release -3 and PGC1a acetyl inh 2.
`Cc1ccc(OCC(=O)NNC(=O)c2cc3ccccc3o2)cc1C` gave Statin myotox sup -7, Cneo AK release 0 and PGC1a acetyl inh 3.
CCCCCC(=O)Nc1ccc2oc(-c3cccnc3)nc2c1 was read as Statin myotox sup -4, Cneo AK release -2 and PGC1a acetyl inh -10.
`C=CCn1c(N)c(C(=O)OC(C)CC)c2nc3ccccc3nc21` (centres undefined) gave Statin myotox sup -28, Cneo AK release -2 and PGC1a acetyl inh -12.
C=C(C)CSc1nnc([C@@H]2CCCN2C(=O)OC(C)(C)C)o1 was read as Statin myotox sup 14, Cneo AK release -2 and PGC1a acetyl inh 6.

Twelve consecutive records already listed:
For CN(C)S(=O)(=O)c1ccc(C(=O)Nc2ccc(CN3CCCC3)cc2)cc1 the results were Statin myotox sup -10, Cneo AK release -1 and PGC1a acetyl inh -19.
For COc1cc(-c2nc3ccc4ccccc4c3c3c2CCC3)cc(OC)c1OC the results were Statin myotox sup 94*, Cneo AK release -2 and PGC1a acetyl inh -8.
Screening COc1cccc(-c2nn(-c3ccccc3)cc2C(=O)O)c1 returned Statin myotox sup -6, Cneo AK release -1 and PGC1a acetyl inh -6.
Screening COc1cc(OC)cc(C(=O)Nc2ccc(-c3nc4ccccc4o3)c(O)c2)c1 returned Statin myotox sup -26, Cneo AK release -2 and PGC1a acetyl inh -7.
For CC(=O)Nc1nc(-c2ccccc2)ns1 the results were Statin myotox sup -9, Cneo AK release -1 and PGC1a acetyl inh 6.
Screening O=C(Nc1cc(C(F)(F)F)ccc1N1CCOCC1)c1ccc2ccccc2n1 returned Statin myotox sup -11, Cneo AK release 1 and PGC1a acetyl inh 2.
For Cc1cc(C)n(-c2ccc(C(=O)N3CCc4ccccc43)cc2)n1 the results were Statin myotox sup -5, Cneo AK release -9 and PGC1a acetyl inh 10.
`O=C1C(N2CCOCC2)=C(n2nnc3ccccc32)C(=O)c2ccccc21` gave Statin myotox sup -74, Cneo AK release -5 and PGC1a acetyl inh 61*.
C/C(=N\OC(=O)Nc1ccc(Cl)cc1)c1ncc(C(F)(F)F)cc1N1CCOCC1 was read as Statin myotox sup 4, Cneo AK release -3 and PGC1a acetyl inh -1.
CCC(=O)NCCc1nc2ccccc2n1Cc1ccc(C)cc1 was read as Statin myotox sup 13, Cneo AK release -1 and PGC1a acetyl inh -2.
For Cc1ccc(-c2nnc(-c3ccccc3S(=O)(=O)Cc3ccc(Cl)cc3)o2)cc1 the results were Statin myotox sup -21, Cneo AK release 3 and PGC1a acetyl inh 12.
Cc1ccc(S(=O)(=O)/N=C/c2ccco2)cc1 was read as Statin myotox sup 8, Cneo AK release 3 and PGC1a acetyl inh 19.

Next part
Screening c1ccc(-c2noc(CN3CCN(C(c4ccccc4)c4ccccc4)CC3)n2)cc1 returned Statin myotox sup 0, Cneo AK release 0 and PGC1a acetyl inh 1.
C=CCn1c2ccccc2c2nnc(SCC(=O)Nc3c(C)n(C)n(-c4ccccc4)c3=O)nc21 was read as Statin myotox sup -3, Cneo AK release 3 and PGC1a acetyl inh -7.
`O=C(/C=C/c1cccc2ccccc12)NCCC1=CCCCC1` gave Statin myotox sup 82*, Cneo AK release 1 and PGC1a acetyl inh -4.
Screening CCOC(=O)c1ccc(NS(=O)(=O)c2cc(C)ccc2OC)cc1 returned Statin myotox sup -5, Cneo AK release -1 and PGC1a acetyl inh -19.
Screening O=C(N/N=C/c1cccs1)C1COc2ccccc2O1 (centres undefined) returned Statin myotox sup -19, Cneo AK release -7 and PGC1a acetyl inh -22.
CCOc1cc(NC(=S)NCc2ccco2)c(OCC)cc1NC(C)=O was read as Statin myotox sup 2, Cneo AK release -2 and PGC1a acetyl inh -28.
Screening CC(C)COc1ccc2[nH]c3c(c2c1)CCCC3=O returned Statin myotox sup -15, Cneo AK release -1 and PGC1a acetyl inh 7.
`O=[N+]([O-])/C(=C\Nc1ccccc1Cl)S(=O)(=O)c1ccccc1` gave Statin myotox sup 22, Cneo AK release 0 and PGC1a acetyl inh -6.
Screening COc1cc(OC)cc(-c2sc3ccc(OC)cc3c2-c2ccc(OCCN3CCCCC3)cc2)c1 returned Statin myotox sup -21, Cneo AK release 15 and PGC1a acetyl inh 12.
Screening OC(CCCCN1CCCCC1)c1ccccc1 (centres undefined) returned Statin myotox sup -7, Cneo AK release 0 and PGC1a acetyl inh -3.
COc1cc(C(=O)NCc2ccc3c(c2)OCO3)ccc1OCc1c(C)noc1C was read as Statin myotox sup 2, Cneo AK release 2 and PGC1a acetyl inh 41.
CC1CCC(N2CC(=O)N(Cc3ccc4c(c3)OCO4)C(c3ccc(F)cc3)C2=O)CC1 (centres undefined) was read as Statin myotox sup 7, Cneo AK release -4 and PGC1a acetyl inh -6.
For Cc1ccc(S(=O)(=O)N2CCCC(C(=O)N(Cc3cccs3)C3CC3)C2)cc1 (centres undefined) the results were Statin myotox sup 51, Cneo AK release 0 and PGC1a acetyl inh -30.
For CC(C)(C)c1ccc(-c2n[nH]c(=S)n2C2CCCC2)cc1 the results were Statin myotox sup 12, Cneo AK release 31 and PGC1a acetyl inh 15.
S=C1NCCc2ccc(Cl)cc2C1c1ccccc1Cl (centres undefined) was read as Statin myotox sup 2, Cneo AK release -3 and PGC1a acetyl inh 1.
For c1cnc(Nc2nc(-c3ccc4ccccc4c3)cs2)nc1 the results were Statin myotox sup -2, Cneo AK release -4 and PGC1a acetyl inh -2.
`O=C(CSc1nc2ccccc2s1)NC1CCS(=O)(=O)C1` (centres undefined) gave Statin myotox sup 10, Cneo AK release 0 and PGC1a acetyl inh -6.
Screening c1ccc(-n2ncc3c(N4CCC5(CC4)OCCO5)ncnc32)cc1 returned Statin myotox sup -21, Cneo AK release 0 and PGC1a acetyl inh 4.
CS(=O)(=O)N1CC(C(=O)NC2CC2)Oc2ccc(Cl)cc21 (centres undefined) was read as Statin myotox sup 2, Cneo AK release 2 and PGC1a acetyl inh 15.
Screening CS(=O)(=O)N(Cc1ccc(Cl)cc1)c1ccc(C(=O)N2CCN(c3ccccc3)CC2)cc1 returned Statin myotox sup 10, Cneo AK release -2 and PGC1a acetyl inh -4.
COc1ccc(OCC(=O)NCCCN2CCOCC2)cc1 was read as Statin myotox sup 3, Cneo AK release 0 and PGC1a acetyl inh 6.
`COCCNC(=O)Nc1ccc2nc(-c3cccs3)c(-c3cccs3)nc2c1` gave Statin myotox sup 125*, Cneo AK release 4 and PGC1a acetyl inh 9.
COC(=O)C1C(=O)C=C(N2CCOCC2)CC1(C)C (centres undefined) was read as Statin myotox sup 2, Cneo AK release -2 and PGC1a acetyl inh 1.
`O=C(NCCc1ccccc1)C1CCCN1C(=O)NCc1ccccc1` (centres undefined) gave Statin myotox sup 1, Cneo AK release -1 and PGC1a acetyl inh -3.
Screening CCc1ccc(OCC(=O)N/N=C2\CC(=O)c3ccccc32)cc1 returned Statin myotox sup 7, Cneo AK release -1 and PGC1a acetyl inh 7.
O=C(Nc1cccc(C(F)(F)F)c1)C1C2CC3OC(=O)C1C3C2 (centres undefined) was read as Statin myotox sup -7, Cneo AK release 1 and PGC1a acetyl inh -11.
CCCN(CC1CC1)c1nc(N)c(C#N)c(CC#N)c1C#N was read as Statin myotox sup -7, Cneo AK release -1 and PGC1a acetyl inh -14.

Two compounds drawn at random from those above:
COC(=O)C1C(=O)C=C(N2CCOCC2)CC1(C)C (centres undefined) was read as Statin myotox sup 2, Cneo AK release -2 and PGC1a acetyl inh 1.
Screening CCc1ccc(OCC(=O)N/N=C2\CC(=O)c3ccccc32)cc1 returned Statin myotox sup 7, Cneo AK release -1 and PGC1a acetyl inh 7.

This is a subset (hit frequency here may not be typical).
